# RXFP1 antagonist: qHTS Assay for Antagonists of the Relaxin Receptor RXFP1. activity change, negative = inhibition, % at 57.5 µM. 350,000 compounds, 0.59% hits. HEK293-RXFP1, relaxin-stimulated cAMP HTRF, 30 min; stronger effect = lower value;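 active means activity change of -60% or lower, but not beyond a set lower limit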; further: on the % scale 0 is the no-effect control and ±100 the full control effect
# D2 potentiator: HTS Assay for Positive Allosteric Modulators of the Human D2 Dopamine Receptor: Primary Screen for Potentiators; D(2) dopamine receptor (Homo sapiens), P14416; HEK293 T-REx D2, calcium flux, EC20 dopamine potentiation; 340,000 compounds, 0.34% hits; potentiation, % at 10 µM;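 active means potentiation over 3 SD above the plate norm, cut at about 30% in these data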; further: 0% is about no effect
# Target sequence (P14416 whole entry, looked up): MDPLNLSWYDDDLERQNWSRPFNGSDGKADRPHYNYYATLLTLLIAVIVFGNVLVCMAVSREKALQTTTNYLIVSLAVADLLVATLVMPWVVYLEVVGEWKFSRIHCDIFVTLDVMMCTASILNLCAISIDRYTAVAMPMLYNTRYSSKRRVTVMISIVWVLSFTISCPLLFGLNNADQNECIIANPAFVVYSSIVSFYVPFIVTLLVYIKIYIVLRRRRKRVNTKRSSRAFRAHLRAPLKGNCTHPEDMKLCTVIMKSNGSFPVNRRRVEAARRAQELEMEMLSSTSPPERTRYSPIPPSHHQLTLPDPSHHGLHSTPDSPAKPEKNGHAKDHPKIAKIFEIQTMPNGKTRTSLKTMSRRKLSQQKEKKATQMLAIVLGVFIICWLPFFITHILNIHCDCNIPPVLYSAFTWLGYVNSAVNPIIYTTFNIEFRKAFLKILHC
#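 Calcium flux readout, no-wash dye, 1 read/s. Inducible HEK293 Trex D2 line, overnight 30 C. Compound alone 180 s (agonist flags), then EC20 dopamine, another 180 s to score potentiation.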
# D2 ag: HTS Assay for Allosteric Agonists of the Human D2 Dopamine Receptor: Primary Screen for Agonists | D(2) dopamine receptor (Homo sapiens), P14416 | activation, % at 2 µM | 340,000 compounds, 0.53% hits | HEK293 T-REx D2 cells, calcium flux agonist mode;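 active means activation over 3 SD above normal in the single-dose calcium agonist read, cut at about 30% in these data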; further: 0% is about no effect
#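 HEK293 Trex D2 cells, tetracycline-induced, o/n 30 C 5% CO2; no-wash Ca dye, RT 30–90 min; 10-cycle baseline, 23 nl cpd added, kinetic Ca read 180 s; agonist hits = positive Ca response.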
# TRHR agonist: qHTS for Small Molecule Agonists and Allosteric Enhancers of Human TRH Receptor: Primary Screen for Agonists; TRHR cells, calcium flux fluo-8, FDSS agonist mode; activation, % at 2 µM; 360,000 compounds, 0.18% hits; further: 0% is about no effect
#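 Agonist-mode FDSS calcium read (Ex 480/Em 530, 1 s cycles) in 1536-well TRHR cells with fluo-8 dye, after 10-cycle baseline and 23 nL compound addition; TRH at EC20 (10 nM final) added afterwards for the enhancer phase.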
# D1 antagonist: Antagonist of Human D 1 Dopamine Receptor: qHTS; activity change, negative = inhibition, % at 10 µM; HEK293 TREx D1 cells, calcium flux, dopamine EC80; stronger effect = lower value; 360,000 compounds, 3.2% hits; in the data active means activity change below about -30%; further: on the % scale 0 is the no-effect control and ±100 the full control effect
# Target sequence (P21728 whole entry, looked up): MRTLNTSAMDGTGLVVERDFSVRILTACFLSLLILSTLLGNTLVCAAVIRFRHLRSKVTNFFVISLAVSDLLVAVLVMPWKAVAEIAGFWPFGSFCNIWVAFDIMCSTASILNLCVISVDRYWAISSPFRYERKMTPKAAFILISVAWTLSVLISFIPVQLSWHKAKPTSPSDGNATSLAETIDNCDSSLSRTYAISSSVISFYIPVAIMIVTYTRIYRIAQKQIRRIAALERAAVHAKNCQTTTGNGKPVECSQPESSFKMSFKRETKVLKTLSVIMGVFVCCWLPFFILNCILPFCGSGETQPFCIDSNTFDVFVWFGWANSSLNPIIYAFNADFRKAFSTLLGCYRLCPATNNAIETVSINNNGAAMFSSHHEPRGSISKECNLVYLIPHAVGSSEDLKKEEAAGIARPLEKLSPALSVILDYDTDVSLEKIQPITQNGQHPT
#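 Kinetic fluorescence of a calcium dye serves as the read-out. D1-expressing Hek293 Trex cells, induced overnight at 30 C, are exposed to compound for 180 s before an EC80 dopamine addition, then read 180 s further.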
# TRHR PAM: qHTS for Small Molecule Agonists and Allosteric Enhancers of Human TRH Receptor: Primary Screen for Enhancers; TRHR cells, fluo-8 calcium fluorescence, EC20 TRH enhancement; enhancement, % at 2 µM; Thyrotropin-releasing hormone receptor (Homo sapiens), P34981; 360,000 compounds, 0.66% hits; in the data active means enhancement above about 30%; further: 0% is about no effect
#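 TRHR-expressing cells loaded with fluo-8 calcium dye were read kinetically (ex 480/em 530) during compound addition, then stimulated with an EC20 of TRH (10 nM final). Enhancement of the Gq-mediated intracellular calcium response was scored.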
# D2 antagonist: HTS Assay for Allosteric Antagonists of the Human D2 Dopamine Receptor: Primary Screen for Antagonists; 340,000 compounds, 2% hits; AID 485344, 2010; D(2) dopamine receptor (Homo sapiens), P14416; HEK293 TREx D2 cells, calcium flux, dopamine EC80; inhibition, % at 10 µM; in the data active means inhibition above about 30%; further: 0% is about no effect
#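 Tetracycline-induced HEK293 TREx cells expressing D2 receptor forced-coupled to calcium signalling, loaded with no-wash calcium dye. Compounds added and calcium flux read 180 s, then dopamine added at EC80 and read a further 180 s.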
# D1 potentiator: Potentiators of Human D1 Dopamine Receptor: qHTS | D(1A) dopamine receptor (Homo sapiens), P21728 | potentiation, % at 10 µM | 360,000 compounds, 0.036% hits | AID 504651, 2011 | HEK293 TREx D1 cells, calcium flux, dopamine EC20 potentiation; in the data active means potentiation above about 30%; further: 0% is about no effect
# D1 agonist: Allosteric Agonists of the Human D1 Dopamine Receptor: qHTS; D(1A) dopamine receptor (Homo sapiens), P21728; HEK293 T-REx D1 cells, calcium flux, agonist mode; activation, % at 2 µM; 360,000 compounds, 1% hits; AID 504660, 2011; further: 0% is about no effect
#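 Tetracycline-induced HEK293 TREx D1 cells, force-coupled to calcium signalling, were dye-loaded with a no-wash calcium kit. Compound was pin-added after a 10 s baseline. Fluorescence was read kinetically at 1 cycle/s for 180 s, with calcium rises flagged as agonism.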
# An asterisk follows results filed as active; . = not tested or not shown. Unless noted, no stated cut-off is given here; in the data, active means activation above about 30%; inactive means the rest.
entry	mol	D1 antagonist	D1 potentiator	D1 agonist	D2 potentiator	D2 antagonist	RXFP1 antagonist	TRHR agonist	D2 ag	TRHR PAM
1	Cn1c(=O)c2c(nc(-n3ccnc3)n2Cc2ccc([N+](=O)[O-])cc2)n(C)c1=O	-25	0	0	-1	31*	-12	-0.1	-0.1	-5
2	CC(=O)c1ccc(S(=O)(=O)N2CCN(C(C)=O)CC2)cc1	-22	-7	2	0	-8	2	0.8	0.2	-2
3	CC(NS(=O)(=O)c1ccc(Br)cc1)C(=O)NCc1ccc2c(c1)OCO2 (stereo not drawn)	.	-6	1	10	-17	7	-0.7	-0.8	8
4	Cc1nc2cc(-c3ccc(Cl)cc3)nn2c(NCCN(C)C)c1C	-18	-5	3	-14	-15	-9	0.9	0.3	-3
5	Cc1ccc(N2CC(C(=O)NCc3n[nH]c(=O)c4ccccc34)CC2=O)cc1C (stereo not drawn)	5	-7	2	29	-9	4	0.0	0.5	5
6	COc1ccc(C(=O)OC(C(=O)c2ccccc2)c2ccccc2)cc1 (stereo not drawn)	-30*	-8	13	5	-7	-11	0.9	0.3	4
7	O=C(CCNS(=O)(=O)c1ccc2c(c1)CCCC(=O)N2)NCc1ccc(Cl)cc1	-2	-4	1	-7	.	.	0.6	1.1	6
8	S=C(Nc1cccnc1)Nc1ccccn1	9	4	1	8	6	9	-1.3	-2.3	10
9	CCOC(=O)C1(Nc2nccs2)Sc2ccccc2NC1=O (stereo not drawn)	-34*	-6	5	5	2	13	-0.7	-0.2	-9
10	O=C(CCCN1C(=O)/C(=C/c2cccc(Br)c2)SC1=S)Nc1ccccn1	-13	0	3	6	-16	3	0.1	0.0	-7
11	Cc1ccc(NC(=O)CN2C(=O)CC(C)S(=O)(=O)c3ccccc32)cc1 (stereo not drawn)	-25	-2	2	3	11	-7	0.1	0.5	-3
12	CC(C)OP(=O)(OC(C)C)C(Nc1ccccc1)c1cccc([N+](=O)[O-])c1 (stereo not drawn)	11	0	3	-2	5	-14	-1.6	-2.2	-4
13	CCOc1ccccc1NC(=O)CN1C(=O)COc2ccc(S(=O)(=O)N3CCCCC3)cc21	-16	-2	4	3	.	-12	-0.4	0.1	-4
14	O=C(c1ccc([N+](=O)[O-])cc1[N+](=O)[O-])N1CCc2ccccc21	-11	0	2	1	-11	11	-0.5	0.3	-7
15	CCCNC(=O)OC[C@H]1O[C@H](CCO/N=C/[C@@H](OC)[C@H](C)/C=C/CC(=O)OC)C=C[C@@H]1Oc1ccc(OC)cc1	-11	-5	12	-4	4	.	1.4	1.3	-8
16	CC(C)COc1ccc(S(=O)(=O)n2cc(F)c(=O)[nH]c2=O)cc1	-19	-4	5	-7	5	-2	-0.9	1.0	-5
17	COc1ccccc1NC(=O)C1CCCN(c2ncnc3onc(-c4ccc(F)cc4)c23)C1 (stereo not drawn)	-4	1	3	11	.	4	-0.8	0.1	-4
18	COc1ccc(CC(=O)Nc2c(C(N)=O)oc3ccccc23)cc1OC	-5	2	-1	-1	-7	-4	-0.4	0.0	5
19	CC(=O)Nc1nc(C)c(Oc2cccc(C(F)(F)F)c2)c(=O)[nH]1	-2	-2	3	0	-1	-12	0.6	-0.5	-3
20	CC(=O)Nc1ccc(NC(=O)CCCc2c[nH]c3ccccc23)cc1	2	0	3	10	0	7	-0.8	-2.4	-1
21	O=S(=O)(c1ccc(-c2csc(=Nc3ccc(OC(F)(F)Cl)cc3)n2CCCO)cc1)N1CCCC1	2	2	-1	15	.	-28	-1.1	-0.1	-1
22	CCNc1ccc(C(=O)N/N=C/c2c(C)nn(-c3ccccc3)c2N2CCCC2)cc1[N+](=O)[O-]	-1	-6	1	3	22	6	-1.6	-1.5	-1
23	COc1cc2c(C(=O)N3CCN(c4ccc(C)cc4)C(C)C3)cn(CC(C)C)c(=O)c2cc1OC (stereo not drawn)	0	0	0	-1	.	.	1.1	0.8	0
24	Cc1ccc(-c2noc(-c3ccccc3C(=O)N3CCOCC3)n2)cc1	2	-2	0	4	11	0	-0.4	0.3	-1
25	CC(C)(C)C1CCC2(CC1)NC(=S)N(c1ccccc1)N2 (stereo not drawn)	7	-5	-1	6	-28	-10	0.7	0.5	9

# Rewritten with each value named: entries from further up.
10: O=C(CCCN1C(=O)/C(=C/c2cccc(Br)c2)SC1=S)Nc1ccccn1
  D1 antagonist: -13	D1 potentiator: 0	D1 agonist: 3	D2 potentiator: 6	D2 antagonist: -16	RXFP1 antagonist: 3	TRHR agonist: 0.1	D2 ag: 0.0	TRHR PAM: -7

11: Cc1ccc(NC(=O)CN2C(=O)CC(C)S(=O)(=O)c3ccccc32)cc1 (stereo not drawn)
  D1 antagonist: -25	D1 potentiator: -2	D1 agonist: 2	D2 potentiator: 3	D2 antagonist: 11	RXFP1 antagonist: -7	TRHR agonist: 0.1	D2 ag: 0.5	TRHR PAM: -3

12: CC(C)OP(=O)(OC(C)C)C(Nc1ccccc1)c1cccc([N+](=O)[O-])c1 (stereo not drawn)
  D1 antagonist: 11	D1 potentiator: 0	D1 agonist: 3	D2 potentiator: -2	D2 antagonist: 5	RXFP1 antagonist: -14	TRHR agonist: -1.6	D2 ag: -2.2	TRHR PAM: -4

# Record cards, as listed above:
# Cc1ccc(-c2noc(-c3ccccc3C(=O)N3CCOCC3)n2)cc1 is listed with D1 antagonist = 2; D1 potentiator = -2; D1 agonist = 0; D2 potentiator = 4; D2 antagonist = 11; RXFP1 antagonist = 0; TRHR agonist = -0.4; D2 ag = 0.3; TRHR PAM = -1
# CC(=O)Nc1nc(C)c(Oc2cccc(C(F)(F)F)c2)c(=O)[nH]1 is listed with D1 antagonist = -2; D1 potentiator = -2; D1 agonist = 3; D2 potentiator = 0; D2 antagonist = -1; RXFP1 antagonist = -12; TRHR agonist = 0.6; D2 ag = -0.5; TRHR PAM = -3

# Following part:
entry	mol	D1 antagonist	D1 potentiator	D1 agonist	D2 potentiator	D2 antagonist	RXFP1 antagonist	TRHR agonist	D2 ag	TRHR PAM
26	COCCCNC(=O)Cn1nnc(-c2ccc(NC(=O)c3ccccc3OC)cc2)n1	-7	-2	1	-4	-23	-11	0.2	1.1	7
27	O=C(CCCN1C(=O)/C(=C/c2ccccc2Cl)SC1=S)NNC(=O)c1ccccc1	11	1	3	3	-5	.	0.0	0.6	5
28	O=C1CCCc2nc(N3CCN(c4ccccc4)CC3)ncc21	-2	-5	9	1	12	-3	0.1	0.2	-11
29	NC(=O)N/N=C/c1ccc(-n2nncc2-c2ccc(Cl)cc2)cc1	12	0	1	-4	-2	-2	0.8	0.0	3
30	CCC(C)(C)n1nnnc1C(c1ccc(C)cc1)N1CCN(C(=O)c2ccco2)CC1 (stereo not drawn)	-1	-8	0	11	-12	-3	-0.6	-0.2	5
31	Cc1c(Cl)cccc1NC(=O)CCNC(=O)N1CC(=O)Nc2ccccc21	-8	-3	2	10	-3	-5	0.3	0.0	10
32	CN1C(=O)CC(N2CCC(c3nc4ccccc4[nH]3)CC2)C1=O (stereo not drawn)	-6	0	2	-1	-15	.	1.1	0.1	-1
33	C=CCNC(=S)N1CCN(c2cc3c(cc2F)c(=O)c(C(=O)O)cn3CC)CC1	8	1	1	9	-9	-6	0.2	1.4	-3
34	CC(C)NC(=O)Cn1c(=O)nc(-c2ccccc2)c2ccccc21	0	1	-1	7	.	-4	0.1	1.7	1
35	CCc1ccc(NC(=O)Cn2c(=O)n(Cc3ccco3)c(=O)c3oc4ccccc4c32)cc1	4	-4	1	-4	.	-15	0.6	0.7	-4
36	Cc1c(C)[n+](=O)c2c(n1[O-])CCCCC2	6	-2	0	2	0	9	2.2	0.6	0
37	Cc1ccc(C(=O)Nc2ccc3nc(SCC(=O)N4CCCc5ccccc54)sc3c2)cc1	-6	0	8	-3	.	6	0.3	1.5	-1
38	COc1ccc(C(=O)NCc2c(C)oc(C)c2C(=O)O)cc1	-10	12	2	3	-12	-1	0.7	0.6	39*
39	Cc1ccc(CNC(=O)C(NS(=O)(=O)c2ccc3nc(C)sc3c2)C(C)C)cc1 (stereo not drawn)	2	-2	3	-4	0	.	-0.1	0.0	4
40	CCC(C)(C)n1nnnc1C(c1cc(OC)ccc1OC)N1CCN(Cc2ccccc2)CC1 (stereo not drawn)	-1	3	2	-15	-12	-2	1.2	-0.4	16
41	CCC1(CC)Cc2ccccc2-c2nc(NN)[nH]c(=O)c21	-1	-7	2	-5	-12	-5	-0.6	1.1	5
42	COc1ccc(N2CC(C(=O)Nc3cc(C)on3)CC2=O)cc1 (stereo not drawn)	-2	4	0	6	-13	0	0.5	0.7	7
43	O=[N+]([O-])c1ccc(O)c(-c2nn[nH]n2)c1	4	2	2	-6	-11	10	0.1	-0.5	4
44	Cc1oc(-c2cccc(C(F)(F)F)c2)nc1CN1CCC[C@H]1CO	14	-1	4	-28	70*	1	0.4	-0.9	5
45	CN1/C(=C\C(=O)Nc2ccc(Br)cc2)C(C)(C)c2ccccc21	-8	-7	2	1	-15	.	0.2	0.0	13
46	CCOc1ccc(C(=O)NCC(=O)OC(C)C(=O)NCc2ccco2)cc1OCC (stereo not drawn)	0	-4	0	7	0	-8	0.1	-1.0	4
47	O=C(c1nc2ccccn2c1CN1CCCC(OCc2ccccc2)C1)N1CCCC1 (stereo not drawn)	-19	-1	3	1	-6	-1	-1.6	0.2	-4
48	CC1COC(C)(CC(=O)NN2C(=O)c3ccccc3C2=O)O1 (stereo not drawn)	-4	-1	1	29	-1	-12	0.2	-0.3	4
49	Cc1ccc(S(=O)(=O)N2CCCCC2)cc1NC(=O)c1cccs1	5	.	2	.	.	-2	0.0	.	-4
50	Nc1nonc1-n1nnc(C(=O)N/N=C/c2cccnc2)c1CSc1ccccc1	-13	2	5	-10	-1	-6	0.3	0.3	1

# Entries by screen from above.
# D1 potentiator for nos. 31–41 → -3, 0, 1, 1, -4, -2, 0, 12, -2, 3, -7

# Quoted from the listing:
# `CCOc1ccccc1NC(=O)CN1C(=O)COc2ccc(S(=O)(=O)N3CCCCC3)cc21` in D1 agonist: 4
# `Cc1ccc(-c2noc(-c3ccccc3C(=O)N3CCOCC3)n2)cc1` in D2 antagonist: 11
# `CN1C(=O)CC(N2CCC(c3nc4ccccc4[nH]3)CC2)C1=O` (stereo not drawn) in TRHR agonist: 1.1
